Source: PubChem
LANA DNA inh: KSHV C-LANA DNA binding inhibition. hit rate 0.078% among 340,000. MBP-C-LANA/FAM-LBS DNA binding, fluorescence polarization. inhibition, % at 9 µM;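 active = highest replicate inhibition at or above 60% at 9 µM, even if other replicates fall short; inactive = all replicates below 60% inhibition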;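 note: 0% = neutral control wells and 100% = 4 µM acridine orange control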
Keap1 Nrf2 FP: disrupts human Keap1 binding to Nrf2 peptide. Keap1 Kelch-Nrf2 peptide fluorescence polarization, 1536-well. inhibition, % at 9.4 µM. hit rate 0.15% among 340,000; in the data active = inhibition above about 12%; inconclusive = no clear call, values can overlap the other calls; inactive = below about 7.3%;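 note: human Keap1 Kelch domain with fluorescein labeled Nrf2 9mer peptide probe; 0% = neutral control wells and 100% = peptide positive control; higher means more block of Keap1 binding to Nrf2 peptide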
Target sequence (Q14145 whole entry, looked up, the tested form may be a part): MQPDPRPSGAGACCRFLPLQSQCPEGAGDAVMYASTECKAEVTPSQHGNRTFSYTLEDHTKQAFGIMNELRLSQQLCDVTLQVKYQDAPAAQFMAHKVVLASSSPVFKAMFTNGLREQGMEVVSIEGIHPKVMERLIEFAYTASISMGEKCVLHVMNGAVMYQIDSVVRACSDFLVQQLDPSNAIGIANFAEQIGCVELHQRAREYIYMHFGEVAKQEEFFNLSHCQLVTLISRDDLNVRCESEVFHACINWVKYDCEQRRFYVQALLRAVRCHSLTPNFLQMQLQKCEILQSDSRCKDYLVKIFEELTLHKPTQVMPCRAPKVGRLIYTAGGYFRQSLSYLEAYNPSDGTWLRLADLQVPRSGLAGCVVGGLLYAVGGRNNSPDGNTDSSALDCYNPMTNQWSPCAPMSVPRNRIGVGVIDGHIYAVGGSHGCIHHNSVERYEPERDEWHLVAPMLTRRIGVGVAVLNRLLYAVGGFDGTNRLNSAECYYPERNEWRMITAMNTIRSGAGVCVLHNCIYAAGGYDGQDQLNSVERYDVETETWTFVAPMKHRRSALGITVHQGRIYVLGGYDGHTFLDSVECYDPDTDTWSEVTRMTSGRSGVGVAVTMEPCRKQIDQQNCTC
DAGLB inh: blocks human DAGLB lipase activity; HEK293T DAGLB membrane lysate, EnzChek fluorogenic substrate; hit rate 0.059% among 340,000; inhibition, % at 5.17 µM; in the data active = inhibition above about 34%;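 note: 0% = enzyme with vehicle and 100% = wells lacking enzyme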
SR-BI uptake up: enhances SR-BI lipid uptake from DiI-HDL; CHO ldlA[mSR-BI] cells, DiI-HDL uptake fluorescence, 3 h; 100 = double the neutral-control signal; activation, % at 12.5 µM; hit rate 0.096% among 320,000; AID 504775;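 active = mean replicate activation of at least 60% and every replicate at or above 60%; inconclusive = mean or all-replicate condition met, but not both; inactive = mean below 60% and not all replicates reaching 60%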;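 note: 0% = median plate neutral-control signal and 100% = twice that signal; values of inactives mirror those of a sister screen read the other way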
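Test system: SR-BI-overexpressing, LDLR-lacking CHO cells. Measured by: DiI fluorescence, bottom read. Medium: Ham's F12 with 0.5% BSA, HEPES 25 mM, pH 7.4. Timing: 3 h uptake period with compound, 37 °C.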
SR-BI DiI inh: blocks mouse SR-BI lipid uptake from DiI-HDL; inhibition, % at 12.5 µM; AID 488896; ldlA[mSR-BI] CHO cells, DiI-HDL uptake fluorescence, 3 h; hit rate 0.96% among 320,000; Q61009;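 active = mean replicate inhibition of at least 70% and a set share of replicates each scoring 70 or more; inconclusive = meets just one of the two criteria; inactive = fails both criteria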;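 note: 0% = median of neutral control wells and 100% = median of positive control wells; values of inactives mirror those of a sister screen read the other way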
NSD2 inh: NSD2 (human) methyltransferase inhibition. NSD2 peptide methylation, AlphaScreen, 120 min. inhibition, % at 12.5 µM. hit rate 0.54% among 310,000. O96028. AID 743445; in the data active = inhibition above about 50%
PKA-R2B act: activators of human PKA-R2B complex; P22694+P31323; PKA-R2B holoenzyme dissociation, Cy5-IP20 fluorescence polarization; R2B truncated from residue 108, S112A mutant; 0% DMSO only, 100% 113 µM cGMP; activation, % at 11.4 µM; hit rate 0.079% among 340,000; AID 504700;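 active = activation above a cutoff set at the mean over all compounds plus 3 SD, cut at about 18% in these data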;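 note: higher means more holoenzyme dissociation and a rise in polarization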
PvdQ acylase: P. aeruginosa PvdQ acylase inhibition | hit rate 0.063% among 340,000 | purified PvdQ acylase, fluorescence plate reader | inhibition, % at 10 µM | AID 488965; in the data active = inhibition above about 30%, passing the limit was not always enough; inconclusive = no clear call, values can overlap the other calls;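 note: 0% = vehicle neutral wells and 100% = reference inhibitor wells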
RTF Ca sens inh: cardiac RTF calcium desensitization; IANBD-labeled cardiac RTF, Ca2+ fluorescence; AID 493244; hit rate 0.12% among 340,000; inhibition, % at 7.15 µM;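 active = inhibition above the mean inhibition of all tested compounds plus 3 SD, cut at about 17% in these data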;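 note: assay run at fixed EC70 calcium of 1.6 mM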
Arrestin-AP2 inh: blocks beta-arrestin peptide binding to AP2 adaptin; FITC-arrestin peptide / GST-AP2 beads, flow cytometry; AP2 beta2 appendage carries R879A mutation; inhibition, % at 10 µM; hit rate 0.31% among 340,000;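 active = inhibition above a set limit, near 3 SD of compounds lacking own fluorescence, cut at about 54% in these data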;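 note: plate controls were DMSO wells for no effect and 5 µM unlabelled arrestin peptide for full effect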
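Assay system: GST-AP2 R879A bound to glutathione beads, E. coli-expressed; Medium: PBS with 0.05% Tween 20 and 0.1% BSA; Also added: fluorescein-tagged arrestin peptide at 50 nM final; Timing: 12 min plus 1 h, RT; Measured by: flow cytometry, FL1 (488/535 nm); Evaluation: percent drop in bead-associated FITC signal.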
* hit, by the source's call; ? = inconclusive; . = no result given. Random draw from the library (roughly 2.1% active in at least one column).

SMILES	LANA DNA inh	Keap1 Nrf2 FP	DAGLB inh	SR-BI uptake up	SR-BI DiI inh	NSD2 inh	PKA-R2B act	PvdQ acylase	RTF Ca sens inh	Arrestin-AP2 inh
O=C1c2ccccc2NC(c2cccc(O)c2)N1NS(=O)(=O)c1ccccc1 (centres undefined)	-1.6	-6	3	-17	17	-4	-9	-3	-2	38
O=C(NCCc1ccc(F)cc1)c1ccc(NS(=O)(=O)c2ccc3[nH]c(=O)[nH]c3c2)cc1	-1.0	1	3	-2	2	0	3	-12	-19	-3
CC(=O)N1CCN(c2ccc(NC(=O)c3cccc(Cl)c3)cc2)CC1	2.1	1	-1	-24	24	0	-7	0	0	32
CC1(NC(=O)CCc2nc3sc4c(c3c(=O)[nH]2)CCCC4)CCS(=O)(=O)C1 (centres undefined)	-1.3	-3	3	-23	23	0	4	-7	-12	10
O=C(Nc1cccc(O)c1)c1ccc(C(=O)c2ccccc2)o1	0.7	0	2	14	-14	-1	-1	0	-3	-1
CN(Cc1cnccn1)C(=O)CC1C(=O)NCCN1Cc1cccc(Oc2ccccc2)c1 (centres undefined)	-1.4	-2	-1	.	.	-2	3	-5	1	12
Cc1cc(C(=O)COC(=O)c2ccc[nH]c2=O)c(C)n1-c1ccc(Br)cc1	1.5	-3	0	-60	60	0	-2	8	-8	8
CCOc1ccc(C(=O)Nc2ccccc2N2CCN(C(=O)c3ccccc3)CC2)cc1[N+](=O)[O-]	1.2	0	-3	-44	44	13	-19	-3	-5	-8
CCOC(=O)N1CCC(NC(=O)Cn2ncc3c4ccccc4n(C)c3c2=O)CC1	-1.1	-2	1	-26	26	-1	-12	-17	-16	7
CCCc1ccc(-c2cc(C(=O)N/N=C/c3ccc([N+](=O)[O-])o3)c3ccccc3n2)cc1	-1.4	1	0	-95	95*	-1	8	-16	-5	-5
COc1ccc([C@@H]2CC=C(C(=O)O)[C@H](c3ccc(C(C)(C)C)cc3)N2S(=O)(=O)c2ccc(C)cc2)cc1OC	-0.7	6	7	19	-19	.	-3	-2	-2	19
O=C(COc1ccc(Cl)cc1Cl)NC(=O)N1CCOCC1	-0.6	-4	-1	22	-22	-6	-10	9	-4	10
COc1ccccc1Cn1c(=S)[nH]c2cc(C(=O)N3CCN(c4ccccc4OC)CC3)ccc2c1=O	0.9	-1	0	5	-5	-8	-6	5	-2	48
Cc1ccc2c(c1)c1n[nH]c(=S)nc1n2CCc1ccccc1	-1.2	1	5	-12	12	2	0	17	-1	15
O=C(N/N=C\c1ccccc1OCc1ccccc1)c1ccco1	0.1	-1	-1	-39	39	0	-5	9	11	8
O=C1CC2(CCN1)CCN(Cc1ccccc1)CC2	1.3	-6	-3	17	-17	-1	-9	-12	1	17
NC(N)=NN=C(c1ccc(F)cc1)c1ccc(C(F)(F)F)cc1	0.0	-3	1	-20	20	6	5	-22	3	-7
COC(=O)CC(=O)O[C@H]1C=C[C@@H](NC(=O)OC(C)(C)C)C1	2.5	4	-1	-6	6	.	7	2	-5	19
C/C(CC(=O)Nc1ccc(Cl)c(C(F)(F)F)c1)=N\NC(=O)c1cccc(O)c1	-0.6	-1	-1	8	-8	-2	3	-9	-4	3
CC(C)COC(=O)c1ccc(N2C(=O)c3ccccc3C2=O)cc1	-1.3	-4	-9	11	-11	9	-20	-4	0	-14
CO/N=C/C(C(C)=O)C(=O)Nc1ccc(Cl)cc1Cl (centres undefined)	-0.3	1	-1	-12	12	-2	4	-11	-3	-6
N#CC1=C(N)NC(SCC(=O)c2ccc(Cl)cc2)=C(C#N)C12CCCC2	0.8	-4	0	-13	13	.	-6	4	2	.
Oc1c(Cl)cc(Cl)cc1C=Nc1ccc2c(c1)OCCO2	-1.1	-2	12	17	-17	3	-2	2	-17	33
CC(C)NC(=O)/C(=N\O)c1ccccc1	-0.6	0	-3	10	-10	0	-9	-1	1	26
COCCCNc1nc(=S)[nH]c2cc(OC)c(OC)cc12	-0.8	-5	-2	5	-5	-5	-5	1	1	1
C=C1CCN([C@@H](C)C(=O)OCc2cccc(C)c2)S(=O)(=O)c2ccccc21	-0.6	0	-7	-7	7	.	-11	-12	2	10
Cc1sc(NC(=O)CSc2nnc(C(C)C)n2C)c(C#N)c1C	1.2	-9	-1	-1	1	1	-6	6	-4	25
COc1ccccc1C(=O)Nc1ccccc1N1CCN(C(=O)c2ccc(Cl)cc2)CC1	1.9	-4	-2	-61	61	-1	-8	9	2	25
CC1Cc2ccccc2N1C(=O)COC(=O)Cc1ccc(F)cc1 (centres undefined)	0.2	3	-4	-15	15	-7	2	-9	-8	6
COc1ccc(C(=O)NCC2CCCCC2)cc1S(=O)(=O)N1CCOCC1	1.1	-5	0	-9	9	0	-3	-10	-5	-4
CC1(C)CC(=O)C(C=NC2CC(C)(C)NC(C)(C)C2)=C(O)C1	-1.1	-3	-2	17	-17	-1	1	-8	-3	.
O=C(COC(=O)/C=C/c1ccco1)NCc1ccc2c(c1)OCO2	0.6	-5	0	17	-17	-4	-14	5	10	-2
COc1cccc(S(=O)(=O)NCc2ccc(C(=O)N3CCN(c4ccccc4)CC3)cc2)c1	-0.4	-5	0	.	-29	2	-2	-3	4	6
Cc1ccc(NC(=O)CNC(=O)N2CC(=O)Nc3ccccc32)cc1F	-0.5	-2	0	9	-9	-1	3	8	-7	-6
O=C(Nc1nnc(S(=O)(=O)N2CCCC2)s1)c1ccccc1Cl	-2.0	-1	1	4	-4	.	5	-5	2	-5
Cc1cc(NC(=O)CSc2nnc(-c3ccco3)o2)no1	-0.6	-1	-1	11	-11	-1	12	-6	-5	18
Cc1cc(C)c(S(=O)(=O)Nc2ncccc2C)c(C)c1	-1.1	0	-1	-5	5	-1	0	-19	-11	-9
CCCN(CCC)CC(O)Cn1cc(/C=C/C(=O)c2ccccc2)c2ccccc21 (centres undefined)	-1.4	-15	-2	-33	33	10	-2	-6	-18	0
COc1cccc(-c2ccc(NC(=O)C3CCCN(Cc4cnn(C)c4C)C3)cc2)c1 (centres undefined)	-0.3	-9	0	-20	20	7	6	-18	-7	3
Cc1ccc(NC(=O)CN(C)C(=O)c2ccc(Cl)c([N+](=O)[O-])c2)cc1	-0.1	3	-2	12	-12	-2	13	3	4	2
CCCCOc1ccc(/C=C/C(=O)OCC(=O)NC2CCS(=O)(=O)C2)cc1OCC (centres undefined)	-0.8	3	-4	-32	32	-1	8	-1	-3	1
COc1ccc(-c2csc(NC(=O)c3cccs3)c2C(=O)O)cc1OC	1.4	4	7	11	-11	-1	-3	-8	-4	8
Cc1ccc(S(=O)(=O)C2(C(=O)N3CCCCCC3)CC2)cc1	0.5	-3	1	22	-22	-1	-1	2	-28	19
CNS(=O)(=O)c1cccc(C(=O)OCC(=O)Nc2sc3c(c2C#N)CCCCC3)c1	0.3	-1	-1	-36	36	5	-13	-2	-11	0
O=C(NCc1ccccn1)C1CC(=O)N(C2CCCC2)C1 (centres undefined)	5.9	5	1	?	-86	.	-9	-5	-13	15
FC(F)Oc1ccc(-c2csc(NNC3=NCCCCC3)n2)cc1	1.9	1	-5	-62	62	4	0	-4	-1	4
COc1ccccc1S(=O)(=O)N1CCN(S(=O)(=O)c2ccccc2C#N)CC1	0.2	-3	-1	11	-11	5	-5	-13	-33	-10
Cc1oc(-c2ccc(Cl)cc2)nc1CN1CCCC(C(=O)NCc2ccccn2)C1 (centres undefined)	0.7	-1	-2	-39	39	4	-6	-11	-10	-1
COCc1ccc(C(=O)NCC2(N3CCCCC3)CCCCC2)cc1	1.2	-2	-2	0	0	0	-5	-17	3	-17
COC(=O)C1CCN(C(=O)COC(=O)[C@@H]2CC(O)CN2S(=O)(=O)c2ccc3c(c2)OCCO3)CC1 (some centres undefined)	2.0	-6	2	28	-28	-2	-3	-13	2	-5
CC(=O)N1N=C(c2cccc([N+](=O)[O-])c2)OC1c1ccc(Cl)cc1Cl (centres undefined)	-0.2	-3	-2	-21	21	5	-2	-3	5	0
COc1ccc(C(=O)NC2CC(C)(C)Cc3c2cnn3-c2ccccc2)cc1OC (centres undefined)	-1.9	-2	-1	-23	23	-4	-4	-3	-2	20
COc1ccccc1CNC(=O)CSc1ccc(C)cc1	-0.2	-1	-7	6	-6	0	-4	-1	1	13
COc1cc2[nH]c(=S)nc(NCc3cccc(Cl)c3)c2cc1OC	-6.4	-3	-2	-31	31	1	-12	-18	-6	-19
